Source: PubChem BioAssay
Apoferritin bind = qHTS Assay for Identification of Novel General Anesthetics; apoferritin/1-aminoanthracene competitive binding, fluorescence; 350,000 compounds, 0.074% hits; AID 485281, 2010; Ferritin light chain (Equus caballus), P02791; Potency, µM (top dose mostly 77.5 µM), without a hit: top-dose activity change, negative = displacement, most hits filed as inhibitors; note: % is set by controls: 0 for no effect and ±100 for the full control effect; nearly all actives have a fitted effect of over 20% in size
Target sequence (P02791 2-175 limits assumed): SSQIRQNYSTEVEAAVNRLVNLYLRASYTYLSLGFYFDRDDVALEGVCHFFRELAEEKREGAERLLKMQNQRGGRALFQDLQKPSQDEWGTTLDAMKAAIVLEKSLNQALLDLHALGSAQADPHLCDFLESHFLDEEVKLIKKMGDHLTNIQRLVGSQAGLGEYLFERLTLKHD
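Apoferritin-based anesthetic binding model; compound displacement of fluorescent 1-AMA measured as endpoint fluorescence after 10 minutes at room temperature, scaled to free-ligand and complex controls.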
POLI inh = qHTS for Inhibitors of Polymerase Iota; DNA polymerase iota (Homo sapiens), Q9UNA4; Pol iota fluorescent replication assay, 10 min; Potency, µM (titrated, usually from 115 µM), without a hit: top-dose activity, negative = inhibition, actives largely listed as inhibitors; 390,000 compounds, 1% hits; AID 588590, 2011
Target sequence (Q9UNA4 whole entry, looked up): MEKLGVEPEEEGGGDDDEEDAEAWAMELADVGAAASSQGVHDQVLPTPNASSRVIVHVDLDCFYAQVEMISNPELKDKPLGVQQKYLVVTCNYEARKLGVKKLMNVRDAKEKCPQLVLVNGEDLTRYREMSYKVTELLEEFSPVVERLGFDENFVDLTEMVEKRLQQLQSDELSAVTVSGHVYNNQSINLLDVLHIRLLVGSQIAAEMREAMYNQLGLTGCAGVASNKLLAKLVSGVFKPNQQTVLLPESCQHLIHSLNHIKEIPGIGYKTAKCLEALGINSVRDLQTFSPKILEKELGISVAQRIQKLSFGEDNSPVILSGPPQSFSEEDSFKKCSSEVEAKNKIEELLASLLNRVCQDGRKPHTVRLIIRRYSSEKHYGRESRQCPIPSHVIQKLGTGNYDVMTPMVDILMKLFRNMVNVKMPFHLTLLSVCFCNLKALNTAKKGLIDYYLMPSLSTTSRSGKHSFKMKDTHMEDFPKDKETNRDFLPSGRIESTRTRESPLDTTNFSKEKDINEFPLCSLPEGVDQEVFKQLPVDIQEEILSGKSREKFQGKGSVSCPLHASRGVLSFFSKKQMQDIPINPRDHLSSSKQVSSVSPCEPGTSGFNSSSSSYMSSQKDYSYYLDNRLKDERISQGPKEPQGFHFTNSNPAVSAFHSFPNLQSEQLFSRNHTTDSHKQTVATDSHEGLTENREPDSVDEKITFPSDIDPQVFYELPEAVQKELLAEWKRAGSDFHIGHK
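Pol iota at 10 nM preincubated 15 min with compounds at room temperature; reaction started with fluorescent substrate, 50 nM final. Fluorescence read kinetically at 0 and 10 min; buffer-only wells as negative control.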
G9a block = qHTS Assay for Inhibitors of Histone Lysine Methyltransferase G9a | Histone-lysine N-methyltransferase EHMT2 (Homo sapiens), Q96KQ7 | G9a H3K9 monomethylation, AlphaScreen, 2 h | Potency, µM (doses to about 102 µM), without a hit: top-dose activity, negative = inhibition, most hits filed as inhibitors | 350,000 compounds, 8.8% hits | AID 504332, 2011; note: % is set by controls: 0 for no effect and ±100 for the full control effect; nearly all actives have a fitted effect of over 75% in size
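AlphaScreen read-out: biotin-H3K9 peptide (500 nM) methylation by 20 nM enzyme with 20 uM SAM, 2 h at room temperature after 15 min compound preincubation; anti-monomethyl H3K9 antibody plus donor/acceptor beads, 10 min dark.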
BLM helicase inh = qHTS Assay for Inhibitors of Bloom's syndrome helicase (BLM) | AID 2528, 2010 | recombinant BLM DNA unwinding, fluorescence dequenching | 350,000 compounds, 0.2% hits | Potency, µM (highest dose often 56.1 µM), without a hit: at the top dose activity change, negative = inhibition, most hits filed as inhibitors | RecQ-like DNA helicase BLM (Homo sapiens), P54132;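 note: plate controls were vehicle for no effect and no enzyme for full effect; nearly all actives have a fitted effect of over 35% in size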
POLH inh = qHTS for Inhibitors of Polymerase Eta; Potency, µM (doses to about 114 µM), inactives show at the top dose activity change, negative = inhibition, most hits filed as inhibitors; 390,000 compounds, 1.2% hits; DNA polymerase eta (Homo sapiens), Q9Y253; recombinant Pol eta, fluorescent DNA replication assay; note: % is set by controls: 0 for no effect and ±100 for the full control effect
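Fluorescent replication assay: 50 nM final substrate added after a 15 min room-temperature compound preincubation with 10 nM enzyme. Signal taken at 0 min and again at 10 min.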
Pol beta inh = qHTS Assay for Inhibitors of DNA Polymerase Beta; 340,000 compounds, 1.3% hits; P06746; Pol beta primer extension/strand displacement, fluorescence kinetic; Potency, µM (titrated, usually from 114 µM), inactives show at the highest dose activity change, negative = inhibition, actives largely listed as inhibitors; note: % is set by controls: 0 for no effect and ±100 for the full control effect
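Homogeneous kinetic assay of primer extension and strand displacement by 10 nM Pol beta, preincubated 15 min at room temperature with compound before 50 nM substrate (final) was added. Read at 0 and 10 min; four-parameter Hill fit.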
BAZ2B inh = qHTS Assay for Inhibitors of BAZ2B. Bromodomain adjacent to zinc finger domain protein 2B (Homo sapiens), Q9UIF8. AlphaScreen BAZ2B-H3K14Ac peptide displacement. Potency, µM (top dose mostly 114 µM), for the others: at the highest dose activity change, negative = inhibition, most hits filed as inhibitors. 360,000 compounds, 4.4% hits. AID 504333, 2011; note: % is set by controls: 0 for no effect and ±100 for the full control effect; nearly all actives have a fitted effect of over 60% in size
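AlphaScreen displacement: compounds (up to 110uM) incubated 30 min at room temperature with a preformed 50 nM BAZ2B/50 nM biotinylated H3K14Ac peptide complex in PBS pH 7.4 with Tween-20. Donor and acceptor beads at 10 ug/mL final added, 20 min light-protected before reading.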
APEX1 inh = qHTS Assay for Inhibitors of the Human Apurinic/apyrimidinic Endonuclease 1 (APE1); Potency, µM (highest dose often 65.8 µM), without a hit: top-dose activity change, negative = inhibition, most hits filed as inhibitors; DNA repair nuclease/redox regulator APEX1 (Homo sapiens), P27695; 350,000 compounds, 0.35% hits; recombinant APE1, TAMRA/BHQ-2 abasic DNA cleavage fluorescence;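 note: plate controls were vehicle for no effect and reference inhibitor for full effect; nearly all actives have a fitted effect of over 55% in size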
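Measures dequenching upon AP-site incision of a 5'-TAMRA/3'-BHQ-2 THF-containing duplex, 50 nM; human APE1 0.75 nM after 15 min room-temperature exposure to compound; kinetic three-point read at one-minute spacing.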
Pol kappa inh = qHTS for Inhibitors of Polymerase Kappa; purified Pol kappa, fluorescent DNA synthesis assay, 10 min; AID 588579, 2011; Potency, µM (series often up to 107 µM), without a hit: at the highest dose activity, negative = inhibition, most hits filed as inhibitors; 400,000 compounds, 0.53% hits; DNA polymerase kappa (Homo sapiens), Q9UBT6; note: % is set by controls: 0 for no effect and ±100 for the full control effect
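Kinetic fluorescence readout at 0 and 10 min followed reaction start with substrate at 50 nM final. Beforehand, enzyme (10 nM Pol kappa) stood 15 min with compound at room temperature; buffer-only wells were negative controls.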
An asterisk follows results filed as active; [ ] = dose if it differs, or a comment. Calls come from the whole dose curve; as a rule, active = well fitted curve in the direction sought with a large enough effect; inconclusive = small, poorly fitted or top-dose-only effect, or another doubt; inactive = no such curve, though single readings can be large; an effect the other way counts as inactive or inconclusive. Potency is the fitted concentration of half-maximal effect. A portion of the library; the hit share may differ from the screen's.

CCc1ccc(NC(=O)C2CCCCC2C(=O)O)cc1 (stereo not drawn) was read as Apoferritin bind -9%, POLI inh -7%, G9a block 7%[12.7 µM], BLM helicase inh -2%, POLH inh -3%, Pol beta inh -11%, BAZ2B inh 3%, APEX1 inh 0% and Pol kappa inh -6%.
Screening O=C(/C=C/c1ccc(S(=O)(=O)N2CCOCC2)cc1)N1CCCCC1 returned POLI inh -16%, G9a block 0%, POLH inh 8%, BAZ2B inh 8%, APEX1 inh 10% and Pol kappa inh 0%.
S=C(NN=C1C2CC3CC(C2)CC1C3)Nc1ccccc1 was read as Apoferritin bind -20%, POLI inh 19%, G9a block inconclusive, BLM helicase inh -1%, POLH inh -17%, Pol beta inh 1%, BAZ2B inh inconclusive, APEX1 inh 0% and Pol kappa inh 2%.
`CC(=O)Nc1nc2cc3c(cc2s1)OCO3` gave Apoferritin bind -4%, POLI inh 84%[activator], G9a block 18%, BLM helicase inh 2%, POLH inh -6%, Pol beta inh -2%, BAZ2B inh -2%, APEX1 inh -2% and Pol kappa inh -3%.
For CCCn1c(SCCN2C(=O)c3ccccc3C2=O)n[nH]c1=O the results were Apoferritin bind -9%, POLI inh 34%[activator], G9a block -1%[59 µM], BLM helicase inh -2%, POLH inh -4%, Pol beta inh -1%, BAZ2B inh 21%, APEX1 inh -2% and Pol kappa inh 8%.
Screening Cn1c(=O)c2nc(SCC(=O)Nc3ccc(Cl)c(Cl)c3)n(C)c2n(C)c1=O returned Apoferritin bind -9%, POLI inh 5%, G9a block -3%[59 µM], BLM helicase inh 2%, POLH inh -15%, Pol beta inh 3%, BAZ2B inh 0% and Pol kappa inh -1%[60.1 µM].
O=C(c1ccco1)N1C2C=CC(C2)C1(C(F)(F)F)C(F)(F)F (stereo not drawn) was read as Apoferritin bind inconclusive, POLI inh inconclusive, G9a block 10%[0.501 µM], BLM helicase inh 1%, POLH inh 35µM*, Pol beta inh -24%, BAZ2B inh inconclusive, APEX1 inh inconclusive and Pol kappa inh -18%.
Screening COc1ccc(C/C(C)=N\NC(=O)c2cn(C)c3ccccc23)cc1OC returned Apoferritin bind -8%, POLI inh -8%, G9a block -25%, BLM helicase inh 0%, POLH inh -9%, Pol beta inh inconclusive, BAZ2B inh -18%, APEX1 inh -1% and Pol kappa inh -10%.
COC(C(=O)N1CCC(CCC(=O)Nc2ccccc2)CC1)c1ccccc1 (stereo not drawn) was read as Apoferritin bind -7%, POLI inh 14%, G9a block 2%, BLM helicase inh 0%, POLH inh -1%, Pol beta inh 2%, BAZ2B inh -10%, APEX1 inh 23% and Pol kappa inh -13%.
`Cc1ccc(S(=O)(=O)N(C)CC(=O)OCC(=O)N2CCN(c3ccccc3)CC2)cc1` gave Apoferritin bind -12%, POLI inh -7%, G9a block 11%[59 µM], BLM helicase inh 1%, POLH inh -11%, Pol beta inh 13%, BAZ2B inh 6%, APEX1 inh 11% and Pol kappa inh 4%.
`CCOC(=O)C1CCCN(C(=O)CCn2nc(-c3ccccc3)ccc2=O)C1` (stereo not drawn) gave Apoferritin bind -19%, POLI inh 15%, BLM helicase inh -1%, POLH inh -14%, Pol beta inh 50%, BAZ2B inh 1%, APEX1 inh 1% and Pol kappa inh 6%.
Screening COc1ccc(/C=N/NC(=O)CNS(=O)(=O)c2ccc(C)cc2)cc1 returned Apoferritin bind inconclusive, POLI inh 6%, G9a block 0%, BLM helicase inh -3%, POLH inh -13%, Pol beta inh 9%, BAZ2B inh -1%, APEX1 inh 0% and Pol kappa inh -15%.
Screening COc1ccc(NS(=O)(=O)c2cccc(C(=O)NCC3(N(C)C)CCCCC3)c2)cc1 returned POLI inh 23%, G9a block 7%[0.501 µM], POLH inh -6%, BAZ2B inh 11%, APEX1 inh 7% and Pol kappa inh -4%.
Screening CCNC(=O)c1ccccc1-c1nc(-c2ccccc2)no1 returned Apoferritin bind 3%, POLI inh 16%, G9a block 4%, BLM helicase inh -1%, POLH inh -7%, Pol beta inh -8%, BAZ2B inh -15%, APEX1 inh inconclusive and Pol kappa inh -12%.
Screening COCC1CCN(C(=O)c2cc(COc3ccc(C)c(C)c3)on2)C1 (stereo not drawn) returned Apoferritin bind inconclusive, POLI inh 11%, G9a block inconclusive, BLM helicase inh -6%, POLH inh -24%, Pol beta inh 21%, BAZ2B inh -1%, APEX1 inh 17% and Pol kappa inh -4%.
For O=C(COC(=O)CSc1ccc([N+](=O)[O-])cc1)NCc1cccs1 the results were POLI inh 8%, G9a block inconclusive, POLH inh -17%, BAZ2B inh 2%, APEX1 inh 2% and Pol kappa inh -9%.
`CCOC(=O)c1c(-c2ccc(OC)cc2)csc1NC(=O)C1CCCO1` (stereo not drawn) gave Apoferritin bind 15%, POLI inh 13%, G9a block 13µM*, BLM helicase inh -12%, POLH inh -9%, Pol beta inh -24%, BAZ2B inh 4%, APEX1 inh 7% and Pol kappa inh -6%[60.1 µM].
COc1ccc(Nc2ncccc2C(=O)O)cc1 was read as Apoferritin bind -7%, POLI inh inconclusive, G9a block inconclusive, BLM helicase inh -3%, POLH inh 6%, Pol beta inh 1%, BAZ2B inh -35%, APEX1 inh 11% and Pol kappa inh 0%.
CC12C(=O)N(n3cnnc3)C(=O)C1C1C=CC2C1 (stereo not drawn) was read as Apoferritin bind -6%, POLI inh 13%, G9a block -8%[59 µM], BLM helicase inh -3%, POLH inh -8%, Pol beta inh 0%, BAZ2B inh 3%, APEX1 inh -2% and Pol kappa inh -8%.
Screening COC(=O)c1ccc(N(C(=O)CNC(=O)c2ccco2)C(C(=O)NCC2CCCO2)c2ccc(OC)c(OC)c2)cc1 (stereo not drawn) returned Apoferritin bind -7%, POLI inh 117%[activator], G9a block -8%, BLM helicase inh 0%, POLH inh -11%, Pol beta inh 13%, BAZ2B inh 5%, APEX1 inh -15% and Pol kappa inh -13%.
Screening C/C(=N\NC(=O)CSCc1ccccc1Br)c1cccc([N+](=O)[O-])c1 returned Apoferritin bind -13%, POLI inh 14%, G9a block inconclusive, BLM helicase inh -1%, POLH inh -15%, Pol beta inh 4%, BAZ2B inh -4%, APEX1 inh 2% and Pol kappa inh 0%.
For COc1ccc(NC(=O)C(C)N2C(=O)c3ccccc3S2(=O)=O)c(OC)c1 (stereo not drawn) the results were POLI inh inconclusive, G9a block inconclusive, POLH inh -6%, BAZ2B inh -21%, APEX1 inh 26% and Pol kappa inh -6%.
For COCc1cc(=O)[nH]c(/N=C(\N)Nc2cccc(C)c2)n1 the results were Apoferritin bind -4%, POLI inh 4%, G9a block inconclusive, BLM helicase inh -2%, POLH inh -2%, Pol beta inh 13%, BAZ2B inh 35%[activator], APEX1 inh 4% and Pol kappa inh -20%.
Screening COc1ccc(NC(=S)N2CCN(c3ncccn3)CC2)c(OC)c1 returned Apoferritin bind 1%, POLI inh -19%, G9a block -35%, BLM helicase inh -5%, POLH inh 14%, Pol beta inh 24%, BAZ2B inh 3%, APEX1 inh -1% and Pol kappa inh 0%.
`COC(=O)c1cccc(NC(=S)NC(C)C)c1` gave Apoferritin bind 0%, POLI inh 104%[activator], G9a block 0%, BLM helicase inh 1%, POLH inh -16%, Pol beta inh 8%, BAZ2B inh 15%, APEX1 inh 20% and Pol kappa inh -5%.
Screening CCCn1c(N)c(CC)c(=O)[nH]c1=O returned Apoferritin bind 0%, POLI inh 19%, G9a block -29%, BLM helicase inh 0%, POLH inh -14%, Pol beta inh -11%, BAZ2B inh -14%, APEX1 inh -3% and Pol kappa inh -8%.
Screening Cc1cccn2c(CN3CCSCC3)c(C(=O)N3CCOCC3)nc12 returned Apoferritin bind -8%, POLI inh -13%, G9a block 12%, BLM helicase inh -3%, POLH inh -19%, Pol beta inh 8%, BAZ2B inh 0%, APEX1 inh 2% and Pol kappa inh -7%.
O=C(C1CCCN1S(=O)(=O)c1ccc(Cl)cc1)N1CCOCC1 (stereo not drawn) was read as Apoferritin bind 3%, POLI inh 17%, G9a block -18%[12.7 µM], BLM helicase inh -1%, POLH inh -4%, Pol beta inh 4%, BAZ2B inh 0%, APEX1 inh -2% and Pol kappa inh 0%.
O=C(CSc1nnc(CNc2ccc(F)cc2)n1-c1ccccc1)N1CCOCC1 was read as Apoferritin bind -11%, POLI inh -7%, G9a block 11%[59 µM], BLM helicase inh 0%, POLH inh -9%, Pol beta inh 21%, BAZ2B inh 10%, APEX1 inh 4% and Pol kappa inh -1%.
CCOc1ncccc1C(=O)N1CCCSC1=Nc1ccccc1OC was read as Apoferritin bind -6%, POLI inh 40%[activator], G9a block 22%[59 µM], BLM helicase inh -2%, POLH inh -17%, Pol beta inh 0%, BAZ2B inh 3%, APEX1 inh 1% and Pol kappa inh -8%.

Compounds above that contain a nitro group on carbon (2):
For O=C(COC(=O)CSc1ccc([N+](=O)[O-])cc1)NCc1cccs1 the results were POLI inh 8%, G9a block inconclusive, POLH inh -17%, BAZ2B inh 2%, APEX1 inh 2% and Pol kappa inh -9%.
Screening C/C(=N\NC(=O)CSCc1ccccc1Br)c1cccc([N+](=O)[O-])c1 returned Apoferritin bind -13%, POLI inh 14%, G9a block inconclusive, BLM helicase inh -1%, POLH inh -15%, Pol beta inh 4%, BAZ2B inh -4%, APEX1 inh 2% and Pol kappa inh 0%.
